CaV13 FRET inh = Primary screen for inhibitors of IQ motif and Ca2+-dependent inactivation inhibitor domain binding in CACNA1D, Förster resonance energy transfer in living cells, … | HEK cells, CFP/YFP FRET ICDI-IQ, plate reader, 10 min; percent FRET-ratio fall versus neutral wells | inhibition, % at 12.3 µM | 340,000 compounds, 0.098% hits | AID 743397;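 active = mean replicate inhibition of at least 30% and at least 1% of replicates passing that level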;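 also: 0% = median of the neutral control wells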
Cardio protect = cardioprotection against H2O2-induced cell death, primary screen, uHTS, H9c2 cells, ATPLite luminescence; protection from H2O2 cell death, % at 20 µM; 360,000 compounds, 0.63% hits; H9c2 cardiomyocytes, H2O2 injury protection, 2 h; AID 588492, 2011;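 active = compounds giving at least 50% protection of heart cells from peroxide-induced death in the single-dose screen, raw or plate-pattern-corrected value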;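 also: 0% = DMSO wells with peroxide and 100% = DMSO wells without peroxide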
HIF-2a inh = HIF-2a reporter inhibitors, primary screen, luminescence, 786-0 RCC cells; AID 624352, 2012; 360,000 compounds, 0.72% hits; inhibition, % at 18.8 µM; 786-0 RCC cells HIF-2a reporter, luciferase luminescence, overnight;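 active = inhibition of the luminescence signal of 40% or more relative to plate controls, in a single-dose primary screen at 18.75 µM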
Shn3 3UTR inh = reduction of Shn3 3'UTR firefly luciferase signal, primary screen, Schnurri-3 inhibitor project, cell-based, Clone20 osteoblasts, set 2; Clone20 osteoblast Shn3 3'UTR firefly luciferase, 24 h; inhibition, % at 12.5 µM; 360,000 compounds, 0.52% hits; AID 588674, 2011;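 active = mean inhibition of at least 75% with every replicate also reaching 75%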;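 also: 0% = median of neutral control wells and 100% = pilot-screen positive control compound; some compounds past the cut are filed as inactive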
MITF TRPM1 inh = inhibitors of MITF-dependent TRPM1 promoter reporter, primary screen, cell-based, SK-MEL-5, single point, luciferase. 330,000 compounds, 0.83% hits. inhibition, % at 12.5 µM. SK-MEL-5 TRPM1 promoter luciferase, 24 h;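 active = mean inhibition across replicates of 60% or more, whatever share of single replicates reaches that level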; also: values of inactives mirror those of a sister screen read the other way
NR2E3 ag-1 = NR2E3 agonists in two-hybrid cells, primary screen, cell-based, luminescence, CHO-S, Gal4-NCOR/VP16-NR2E3; Photoreceptor-specific nuclear receptor (Homo sapiens), Q9Y5X4; luciferase; inhibition of corepressor binding, % at 3.98 µM; 360,000 compounds, 0.35% hits; AID 602229, 2012;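 active = inhibition above the mean of all tested compounds plus 3 SD, cut at about 70% in these data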;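 also: 0% = DMSO with NR2E3 transfected cells and 100% = cells lacking NR2E3 construct; higher means lower luciferase signal from less NR2E3 corepressor binding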
Target sequence (Q9Y5X4 whole entry, looked up, the tested form may be a part): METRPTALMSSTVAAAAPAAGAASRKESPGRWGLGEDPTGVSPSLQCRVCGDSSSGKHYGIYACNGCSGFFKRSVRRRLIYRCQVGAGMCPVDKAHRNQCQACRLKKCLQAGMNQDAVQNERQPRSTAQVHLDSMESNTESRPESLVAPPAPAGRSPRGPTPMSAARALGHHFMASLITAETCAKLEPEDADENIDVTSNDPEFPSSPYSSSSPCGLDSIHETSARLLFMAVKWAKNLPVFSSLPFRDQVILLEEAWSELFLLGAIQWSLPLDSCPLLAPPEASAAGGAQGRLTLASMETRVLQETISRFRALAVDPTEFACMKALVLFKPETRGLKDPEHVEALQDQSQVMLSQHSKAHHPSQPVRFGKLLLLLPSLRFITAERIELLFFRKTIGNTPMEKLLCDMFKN
NR2E3 ag-2 = inhibitors of NR2E3-RetCOR corepressor binding, primary screen, NR2E3 agonist project, biochemical, TR-FRET, GST-NR2E3, biotin-RetCOR. 320,000 compounds, 0.12% hits. AID 2300, 2010. 1536-well. inhibition of corepressor binding, % at 4.78 µM;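 active = percent inhibition above the cutoff of mean plus 3 SD of all tested compounds, set per screening campaign, cut at about 20% in these data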;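 also: 0% = DMSO wells and 100% = biotin wells as full block of FRET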
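System: GST-tagged NR2E3 plus biotinylated RetCOR corepressor; Amount: 1.35 nM GST-tagged NR2E3 final; Dosing: single nominal compound dose of 4.8 µM; Schedule: 5 h incubation at 4 °C; Technique: TR-FRET with europium anti-GST and streptavidin-D2, 340 nm excitation; Controls: biotin wells as high control, 0.6% DMSO wells as low control.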
hiPSC survival = enhancers of single-cell hiPSC survival, primary screen, ATPlite luminescence. 360,000 compounds, 0.044% hits. 100% = ROCK inhibitor wells, 0% = DMSO. survival enhancement, % at 20 µM; in the data active = survival enhancement above about 18%;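 also: cells exposed to compounds for 16 hours before the ATP read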
Peg3 promoter = Peg3 promoter-driven luciferase inhibitors, primary screen, cell-based, HeLa, luciferase luminescence; HeLa PEG-Prom luciferase reporter, overnight; inhibition, % at 20 µM; 360,000 compounds, 1.7% hits; AID 588405, 2011;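 active = inhibition of at least 50% at 20 µM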
PDI turbidity = inhibitors of human PDI, primary screen, biochemical, turbidity, single point, plate reader; Protein disulfide-isomerase (Homo sapiens), P07237; PDI insulin aggregation turbidity, A650, 90 min; inhibition, % at 10 µM; 350,000 compounds, 0.052% hits;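 active = mean inhibition across replicates of 30% or more, whatever share of single replicates reach that level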;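 also: absorbance from insulin aggregation driven by PDI reduction with DTT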
Target sequence (P07237 whole entry, looked up): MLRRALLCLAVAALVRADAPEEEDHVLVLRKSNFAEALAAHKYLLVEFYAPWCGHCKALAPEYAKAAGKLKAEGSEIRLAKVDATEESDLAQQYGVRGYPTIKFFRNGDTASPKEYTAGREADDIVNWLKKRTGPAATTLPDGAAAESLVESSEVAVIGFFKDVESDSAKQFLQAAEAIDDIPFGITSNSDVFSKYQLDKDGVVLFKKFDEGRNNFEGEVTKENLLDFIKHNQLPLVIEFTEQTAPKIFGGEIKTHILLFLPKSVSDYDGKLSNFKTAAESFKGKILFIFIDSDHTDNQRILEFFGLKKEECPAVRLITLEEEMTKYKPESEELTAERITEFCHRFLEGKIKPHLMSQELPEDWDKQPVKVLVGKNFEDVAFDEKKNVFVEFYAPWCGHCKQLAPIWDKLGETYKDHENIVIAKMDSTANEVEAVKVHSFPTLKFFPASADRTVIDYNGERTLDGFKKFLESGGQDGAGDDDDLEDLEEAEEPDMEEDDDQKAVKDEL
m5-HT2A agonist = mouse Htr2a agonists via beta-arrestin recruitment, primary screen, cell-based, luminescence | 5-hydroxytryptamine receptor 2A (Mus musculus), P35363 | CHO-K1 mHTR2A beta-arrestin complementation; percent of 30 µM serotonin response | activation, % at 7.6 µM | 360,000 compounds, 0.66% hits;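 active = activation above a run cutoff, the mean activation of all tested compounds plus 3 SD, cut at about 14% in these data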;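 also: 0% = plate median of compound wells and 100% = 30 µM serotonin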
Starred values were filed as active, the others as inactive; x = not tested or not shown.

SMILES | CaV13 FRET inh | Cardio protect | HIF-2a inh | Shn3 3UTR inh | MITF TRPM1 inh | NR2E3 ag-1 | NR2E3 ag-2 | hiPSC survival | Peg3 promoter | PDI turbidity | m5-HT2A agonist
Cc1ccc(C2CC(=O)NC(SCC(N)=O)=C2C#N)s1 (stereo unspecified) | 5 | 1 | 9 | -16 | 6 | 4 | 2 | 2.6 | 7 | -2 | 3
CC(C)NC(=O)c1ccccc1NC(=O)CCS(=O)(=O)Cc1ccccc1 | -7 | -1 | 10 | -10 | 3 | 1 | 3 | 1.0 | 8 | -1 | -1
Nc1nc(NC(=O)c2cccnc2)nn1-c1ccccc1 | -6 | 1 | -6 | -15 | -3 | -16 | 6 | 10 | -8 | 5 | -3
O=C(NCC(=O)N1CCN(S(=O)(=O)c2ccc3c(c2)OCCO3)CC1)c1ccccc1F | -6 | 10 | 4 | -47 | 7 | -20 | x | -0.9 | 7 | 6 | 15*
COc1ccc(N(CC(=O)N/N=C/c2ccc(OC3CSC3)cc2)S(=O)(=O)c2ccccc2)cc1 | -5 | -6 | 5 | 24 | 10 | -23 | -2 | -1.3 | 18 | 0 | 4
CCOC(=O)c1ccc(NC(=O)CSc2nc3c(c(=O)n2CC)SC(C)C3)cc1 (stereo unspecified) | -5 | 0 | -1 | 71 | 20 | 11 | 0 | 3.0 | 11 | x | 1
CCOc1cc(CN2CCOCC2)cc(C(C)=O)c1 | x | 3 | 14 | 4 | 8 | -11 | 2 | 7.4 | 4 | -8 | -4
Cc1cc(-c2nnc(SCC(=O)Nc3c(C)cccc3C)n2N)n[nH]1 | -4 | 4 | 10 | 1 | -3 | x | -4 | 2.3 | -5 | 3 | x
CC(C)(C)n1nc2c(c1NC(=O)c1ccc(Br)o1)CS(=O)C2 (stereo unspecified) | x | 5 | 4 | 7 | -3 | -17 | -1 | 1.0 | 9 | -1 | -1
Cc1c(-c2cccc(Cl)c2)nc2ccccc2c1C(=O)OC/C(O)=C(\C#N)c1nc2ccccc2[nH]1 | 5 | 17 | 3 | -48 | 6 | -6 | 0 | 0.4 | 45 | 0 | 2
COc1ccc2[nH]c(=O)c(COC(=O)c3ccco3)cc2c1 | x | 10 | 0 | 11 | 18 | -18 | 5 | 1.9 | -11 | -9 | -1
O=C(Nc1ncc(Cc2ccc(SC(F)F)cc2)s1)c1ccc(OC(F)F)cc1 | -6 | -7 | 11 | 58 | 44 | 10 | 0 | -1.3 | 1 | -4 | -4
O=S(=O)(Nc1nnc(C2CC2)s1)c1ccccc1 | -3 | 4 | 7 | 2 | 0 | 15 | -5 | -0.3 | 14 | 3 | 6
COc1cc(C(=O)N2CCN(C(=O)CC(C)C)CC2)cc(OC)c1OC | -10 | 1 | 10 | -9 | 0 | 14 | 2 | 0.2 | 5 | 12 | 7
O=C(NC1CCOc2ccccc21)c1ccccn1 (stereo unspecified) | -4 | 0 | 17 | 24 | 9 | -11 | 5 | -0.7 | 13 | 3 | 2
CC(C)CNS(=O)(=O)c1ccc(Br)cc1N1CCC[C@@H]1CO | -10 | 3 | 8 | -5 | -10 | -37 | x | 1.7 | 14 | 2 | 6
C=CCn1c(SCC(=O)Nc2cc(C)on2)nc2sc3c(c2c1=O)CCCC3 | 3 | 2 | 8 | 5 | -1 | -27 | 0 | -0.4 | 23 | 0 | -1
COc1ccc(CN2CCC(C(N)=O)CC2)cc1OCc1ccccc1 | 7 | 3 | 14 | 4 | 0 | 15 | 3 | -0.2 | 22 | 1 | 2
Cc1ccc(Nc2nc(N)nc(CN3CCN(Cc4ccc5c(c4)OCO5)CC3)n2)cc1Cl | -8 | 19 | -1 | -8 | 8 | 21 | -4 | -3.2 | 22 | 0 | -5
CCN(C(=O)CSc1nnc(COc2ccccc2F)n1N)c1c(N)n(Cc2ccccc2)c(=O)[nH]c1=O | -17 | -2 | 11 | -2 | 4 | 9 | x | -0.3 | 45 | 7 | 7
COc1ccc(C2C/C(=N\O)C(C)(C)O2)cc1 (stereo unspecified) | -5 | 1 | 10 | -5 | 6 | -2 | -2 | 0.9 | -5 | 3 | -2
CCC1=NN(C(=O)c2cccnc2)C(O)(C(F)(F)F)C1 (stereo unspecified) | -5 | -2 | 7 | 18 | -5 | -23 | 0 | 1.8 | 5 | 0 | -2
Cc1ccc(-n2c(N)c(-c3nc4ccccc4n3C)sc2=S)cc1 | -4 | -4 | -33 | -41 | -20 | -21 | -3 | 3.6 | -30 | -2 | -1
CCOc1ccccc1NC(=O)N1CCC(NC(=O)C2CCCCC2)CC1 | -2 | -1 | 14 | 19 | 4 | -30 | x | 0.7 | 3 | -3 | -3
Cc1ccc(SCC(=O)NCCN2C(=O)CSC2=O)c(C)c1 | -5 | 5 | -5 | -9 | -4 | -14 | -1 | 5.7 | 6 | 3 | 1
O=[N+]([O-])c1ccc(Cl)cc1C=NNc1ccccn1 | -12 | -2 | -9 | -14 | 8 | 9 | x | 2.1 | -7 | -6 | -1
COc1cccc(CN(C)C[C@@H]2OCc3ccccc3-c3c(n(C)c4ccccc34)C(=O)N([C@@H](C)CO)C[C@H]2C)c1 | -3 | -22 | -57 | 13 | x | 4 | x | 0.7 | 37 | -2 | 5
C[C@H]1CN([C@@H](C)CO)C(=O)CCCn2nncc2CO[C@@H]1CN(C)S(=O)(=O)c1ccc2ccccc2c1 | -7 | -1 | -9 | 4 | x | -3 | x | -3.1 | 0 | -3 | -3
Cn1c(SCC(=O)c2ccccc2)nnc1-c1cccc(N)c1 | x | 1 | -110 | -22 | -30 | -61 | -1 | 3.6 | -129 | -2 | 1
Cc1nc(SCC(O)CO)c([N+](=O)[O-])[nH]1 (stereo unspecified) | x | 8 | -1 | 19 | 3 | -6 | 2 | -0.8 | 2 | -2 | 5
COc1ccccc1CNC(=O)C1CCCN(c2cnccn2)C1 (stereo unspecified) | -15 | 0 | 4 | -24 | -19 | 10 | 3 | 0.4 | 11 | -9 | -1
Fc1ccccc1Nc1ncnc2c1nnn2Cc1ccccc1 | -5 | 2 | -107 | -28 | -18 | -33 | 2 | -0.2 | -3 | 1 | 0
Cc1ccc(C)c(NC(=O)C2CCCN(S(=O)(=O)c3c(C)noc3/C=C/N(C)C)C2)c1 (stereo unspecified) | -4 | -2 | 7 | 1 | 1 | -13 | 3 | -0.6 | 21 | -11 | 3
COc1ccc(-c2cc(-c3ccccc3)n[nH]2)c(O)c1 | -2 | -12 | -219 | -67 | -56 | -195 | 2 | -1.2 | -350 | 3 | -6
COc1ccc(S(=O)(=O)Cc2ccc(C(=O)NCc3ccco3)o2)cc1 | -2 | 11 | 11 | -12 | x | -4 | 0 | -3.3 | -2 | x | 5
O=C(Nc1cccc(OC(F)(F)F)c1)[C@@H]1O[C@H](CO)[C@H](O)[C@H](O)[C@H]1O | -6 | 2 | 6 | -3 | x | -5 | x | -0.5 | -4 | -4 | -2
Cc1cc(NC(=O)CNC(=O)C2CCCCC2)no1 | -8 | -3 | 0 | -4 | 11 | 15 | 0 | 0.8 | 15 | -1 | -2
Cc1c(NC(=O)C(C)OC(=O)c2ccc(Br)o2)c(=O)n(-c2ccccc2)n1C (stereo unspecified) | -7 | 0 | 19 | -3 | -5 | 12 | -2 | -0.9 | 11 | 9 | 3
COc1ccc(Cl)cc1NS(=O)(=O)c1cccc(C(=O)NC2CCN(Cc3ccccc3)CC2)c1 | -6 | -4 | 4 | 34 | -7 | -5 | x | -0.5 | 2 | -4 | -13
OCCCCCNc1ncnc2ccccc12 | -7 | -27 | -6 | 75 | 0 | 79* | 1 | 0.1 | -19 | 2 | 3
CCC(c1nnc(SCC(=O)N2CC3(C)CC2CC(C)(C)C3)o1)N(C)C (stereo unspecified) | -5 | -8 | 14 | -14 | -6 | -20 | -3 | -0.1 | 1 | -2 | 4
COC(=O)c1sccc1NC(=O)c1c(-c2ccccc2)noc1C | -5 | 0 | 1 | 15 | 4 | -36 | 3 | 0.1 | 6 | -15 | 3
CC(=O)n1c2ccccc2c2c1c1ccccc1n2C | -5 | 8 | 11 | -4 | 9 | -16 | 1 | 4.8 | 12 | 3 | 3
O=C(c1ccc2ccccc2c1)C1CCCN(C(=O)CN2C(=O)CSC2=O)C1 (stereo unspecified) | -16 | -4 | 2 | 3 | -1 | 12 | 1 | 2.2 | -5 | 4 | 2
Cc1cccc(N2CCN(C(=O)c3cccc(N4C(=O)C5C6C=CC(C6)C5C4=O)c3)CC2)c1C (stereo unspecified) | -8 | 3 | 1 | -8 | -9 | -1 | -1 | 0.3 | 14 | -2 | -3
Cc1ccc(N/C=C/C(=O)c2ccco2)c(O)c1 | -6 | -22 | -400 | -106 | -44 | -130 | 0 | -0.6 | -262 | 5 | -3
CC(=O)Nc1cccc(/C(C)=N/NS(=O)(=O)c2ccccc2)c1 | 3 | 7 | 5 | 0 | 9 | -4 | 2 | 0.3 | -6 | 2 | -4
N/C(=N\OC(=O)c1cccc2ccccc12)c1ccncc1 | -5 | -9 | -205 | -46 | -51 | -116 | 0 | -0.5 | -166 | 5 | -1

Sorted by length of the SMILES (smallest number first): 4 of the compounds above
SMILES | CaV13 FRET inh | Cardio protect | HIF-2a inh | Shn3 3UTR inh | MITF TRPM1 inh | NR2E3 ag-1 | NR2E3 ag-2 | hiPSC survival | Peg3 promoter | PDI turbidity | m5-HT2A agonist
Cc1ccc(N/C=C/C(=O)c2ccco2)c(O)c1 | -6 | -22 | -400 | -106 | -44 | -130 | 0 | -0.6 | -262 | 5 | -3
CC(=O)Nc1cccc(/C(C)=N/NS(=O)(=O)c2ccccc2)c1 | 3 | 7 | 5 | 0 | 9 | -4 | 2 | 0.3 | -6 | 2 | -4
COc1ccc(Cl)cc1NS(=O)(=O)c1cccc(C(=O)NC2CCN(Cc3ccccc3)CC2)c1 | -6 | -4 | 4 | 34 | -7 | -5 | x | -0.5 | 2 | -4 | -13
Cc1cccc(N2CCN(C(=O)c3cccc(N4C(=O)C5C6C=CC(C6)C5C4=O)c3)CC2)c1C (stereo unspecified) | -8 | 3 | 1 | -8 | -9 | -1 | -1 | 0.3 | 14 | -2 | -3
